GPR151 ag: activators of human GPR151, primary screen, cell-based, PathHunter beta-arrestin, luminescence; G-protein coupled receptor 151 (Homo sapiens), Q8TDV0; PathHunter beta-arrestin GPR151 cells; activation, % at 11.2 µM; 650,000 tested, 1% active; AID 1508602, 2020; in the data active = activation above about 4.9%;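 also: 0% = median of compound wells and 100% = cells with positive control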
Target sequence (Q8TDV0 whole entry, looked up): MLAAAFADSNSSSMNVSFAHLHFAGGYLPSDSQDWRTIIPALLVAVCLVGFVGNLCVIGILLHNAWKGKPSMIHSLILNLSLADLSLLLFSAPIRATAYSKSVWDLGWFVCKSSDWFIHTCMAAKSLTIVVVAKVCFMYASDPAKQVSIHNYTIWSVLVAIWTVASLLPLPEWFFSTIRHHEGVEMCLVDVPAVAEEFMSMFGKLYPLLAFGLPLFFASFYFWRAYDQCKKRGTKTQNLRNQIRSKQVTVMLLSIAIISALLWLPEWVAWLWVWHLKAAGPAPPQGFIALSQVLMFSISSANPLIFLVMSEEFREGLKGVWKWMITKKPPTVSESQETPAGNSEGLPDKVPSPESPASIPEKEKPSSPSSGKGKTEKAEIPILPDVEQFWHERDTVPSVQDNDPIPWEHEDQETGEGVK
FBW7 act: FBW7 E3 ligase activators, primary screen, biochemical, AlphaScreen, human; normalized activity (activation), % at 26.1 µM; AID 1259310, 2017; AlphaScreen FBW7–phospho-cyclin E peptide binding, activator screen; 650,000 tested, 0.13% active; in the data active = normalized activity above about 1.9%;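 also: purified mutant Fbw7 with reduced substrate affinity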
MITF inh: MITF inhibitors, primary screen, biochemical, AlphaScreen, human. Microphthalmia-associated transcription factor (Homo sapiens), O75030. AlphaScreen MITF homodimerization, bead proximity signal. inhibition, % at 2.6 µM. 650,000 tested, 0.91% active. AID 1259374, 2018; in the data active = inhibition above about 50%;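 also: 0% = vehicle wells with protein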
Target sequence (O75030 whole entry, looked up): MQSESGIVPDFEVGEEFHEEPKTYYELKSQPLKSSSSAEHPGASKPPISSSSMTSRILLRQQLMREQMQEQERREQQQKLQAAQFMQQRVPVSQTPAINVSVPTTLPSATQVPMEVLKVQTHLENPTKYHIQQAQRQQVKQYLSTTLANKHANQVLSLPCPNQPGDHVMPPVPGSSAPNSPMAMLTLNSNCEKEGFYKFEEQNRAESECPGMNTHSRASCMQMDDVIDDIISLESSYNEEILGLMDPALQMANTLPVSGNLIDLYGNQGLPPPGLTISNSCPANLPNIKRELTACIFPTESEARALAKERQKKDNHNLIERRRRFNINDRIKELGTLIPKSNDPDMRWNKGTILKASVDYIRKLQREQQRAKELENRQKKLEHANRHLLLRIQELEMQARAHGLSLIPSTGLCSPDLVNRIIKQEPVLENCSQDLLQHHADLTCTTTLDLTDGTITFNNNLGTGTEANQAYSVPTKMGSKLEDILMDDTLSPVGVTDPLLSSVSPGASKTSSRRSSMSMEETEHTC
TEAD-YAP inh: TEAD-YAP interaction inhibition, primary screen, TEAD-YAP interaction inhibitor project, luminescence, HEK-TIYL cells; TEAD-Gal4/YAP UAS-luciferase luminescence; inhibition, % at 9.12 µM; 640,000 tested, 1.4% active; AID 1259422, 2018; in the data active = inhibition above about 32%;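 also: 0% = median of test compound wells and 100% = reference inhibitor wells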
Numbers without * were called inactive.

How did CC1=CC(C)C2COC(c3ccc(N(C)C)cc3)C1C2C (stereo not given) do in these assays?
GPR151 ag: -0.3; FBW7 act: -0.3; MITF inh: -3; TEAD-YAP inh: -4

What do the screens show for `Oc1c(CN2CCN(c3cccc(C(F)(F)F)c3)CC2)cc(Cl)c2cccnc12`?
GPR151 ag: 0.5; FBW7 act: -0.9; MITF inh: 7; TEAD-YAP inh: 16

Results for CC1(C)CC(=O)C2=C(C1)N(c1ccccc1)C(N)=C(C#N)C2c1cccnc1 (stereo not given) ?
GPR151 ag: -1.3; FBW7 act: 0.0; MITF inh: 10; TEAD-YAP inh: 7

How did CCCOc1c(OC)cccc1C1CC(=O)Nc2cc(OC)c(OC)c(OC)c21 (stereo not given) do in these assays?
GPR151 ag: -0.1; FBW7 act: 0.1; MITF inh: 5; TEAD-YAP inh: -2

Results for COc1nc(Nc2ccccc2F)nc(OC)n1 ?
GPR151 ag: -2.6; FBW7 act: -0.1; MITF inh: 17; TEAD-YAP inh: -35

What do the screens show for `COC(=O)C1=CN(Cc2ccc(F)cc2)C=C(C(=O)OC)C1c1ccc(Br)cc1`?
GPR151 ag: 1.0; FBW7 act: 0.4; MITF inh: -11; TEAD-YAP inh: 7

How did Cc1ccc(C2=CC(c3ccccc3Cl)n3nnnc3N2)cc1 (stereo not given) do in these assays?
GPR151 ag: 0.5; FBW7 act: 0.0; MITF inh: 3; TEAD-YAP inh: 1

Results for O=C(NCCCNC(=O)c1cccc(Cl)c1)c1cccc(Cl)c1 ?
GPR151 ag: 1.1; FBW7 act: 0.1; MITF inh: 5; TEAD-YAP inh: -19

How did O=C1c2ccccc2S(=O)(=O)N1Cn1cncn1 do in these assays?
GPR151 ag: -0.7; FBW7 act: 0.2; MITF inh: -1; TEAD-YAP inh: -4

Results for CC1(C)[C@H]2CC=C(CCN3C(=O)CCC3CCNCc3cccnc3)[C@@H]1C2 (stereo not given in full) ?
GPR151 ag: -1.3; FBW7 act: 0.1; MITF inh: 5; TEAD-YAP inh: 9

An excerpt from above in order of molecular weight, low to high:
How did O=C1c2ccccc2S(=O)(=O)N1Cn1cncn1 do in these assays?
GPR151 ag: -0.7; FBW7 act: 0.2; MITF inh: -1; TEAD-YAP inh: -4

How did Cc1ccc(C2=CC(c3ccccc3Cl)n3nnnc3N2)cc1 (stereo not given) do in these assays?
GPR151 ag: 0.5; FBW7 act: 0.0; MITF inh: 3; TEAD-YAP inh: 1

Results for CC1(C)CC(=O)C2=C(C1)N(c1ccccc1)C(N)=C(C#N)C2c1cccnc1 (stereo not given) ?
GPR151 ag: -1.3; FBW7 act: 0.0; MITF inh: 10; TEAD-YAP inh: 7

How did CCCOc1c(OC)cccc1C1CC(=O)Nc2cc(OC)c(OC)c(OC)c21 (stereo not given) do in these assays?
GPR151 ag: -0.1; FBW7 act: 0.1; MITF inh: 5; TEAD-YAP inh: -2

What do the screens show for `Oc1c(CN2CCN(c3cccc(C(F)(F)F)c3)CC2)cc(Cl)c2cccnc12`?
GPR151 ag: 0.5; FBW7 act: -0.9; MITF inh: 7; TEAD-YAP inh: 16

What do the screens show for `COC(=O)C1=CN(Cc2ccc(F)cc2)C=C(C(=O)OC)C1c1ccc(Br)cc1`?
GPR151 ag: 1.0; FBW7 act: 0.4; MITF inh: -11; TEAD-YAP inh: 7

Carrying on.
Results for CCOC(=O)c1cnc2c(C)cc(C)cc2c1Nc1cccc([N+](=O)[O-])c1 ?
GPR151 ag: 2.3; FBW7 act: 0.9; MITF inh: 19; TEAD-YAP inh: -5

Results for COc1ccccc1-c1nc2n(n1)C(c1ccccc1Cl)C(C(N)=O)=C(C)N2 (stereo not given) ?
GPR151 ag: -0.1; FBW7 act: 0.2; MITF inh: 6; TEAD-YAP inh: 4

Results for FC(F)(F)c1nc(Nc2cc(Cl)ccc2Cl)sc1-c1ccccc1 ?
GPR151 ag: 2.1; FBW7 act: 0.5; MITF inh: -8; TEAD-YAP inh: -6

What do the screens show for `Cc1cc(NC(=O)/C(=C/c2cccc([N+](=O)[O-])c2)NC(=O)c2ccccc2F)ccc1Br`?
GPR151 ag: 0.6; FBW7 act: 0.0; MITF inh: 6; TEAD-YAP inh: 6

Results for C=CCN1CCN(c2c(Cl)cccc2NC(=O)c2ccc(Br)[nH]2)CC1 ?
GPR151 ag: 0.0; FBW7 act: 0.5; MITF inh: -11; TEAD-YAP inh: 1

What do the screens show for `c1ccc(Cn2ncc3c2ncn2nc(CSc4nc5ccccc5o4)nc32)cc1`?
GPR151 ag: -0.3; FBW7 act: 0.4; MITF inh: 11; TEAD-YAP inh: 4

Results for Cc1ccc(N2CCN(C(=O)c3ccc([N+](=O)[O-])cc3)CC2)c(C)c1 ?
GPR151 ag: -1.4; FBW7 act: 0.0; MITF inh: 16; TEAD-YAP inh: 2

How did Cc1ccc(OC(=O)c2sc3ncn(Cc4cccc(F)c4)c(=O)c3c2C)cc1 do in these assays?
GPR151 ag: 2.2; FBW7 act: 0.0; MITF inh: 16; TEAD-YAP inh: -5

What do the screens show for `CCCCCn1c(SCC(=O)C(C)(C)C)nc2cc(C(=O)NCc3ccccc3Cl)ccc2c1=O`?
GPR151 ag: 0.0; FBW7 act: -0.1; MITF inh: -9; TEAD-YAP inh: 6

Results for O=C(NCCc1ccc(Cl)cc1)c1cc(F)c(F)cc1Cl ?
GPR151 ag: -0.2; FBW7 act: 0.1; MITF inh: -2; TEAD-YAP inh: -31

How did CC(C)(C)C1CCC(=NNC(=O)c2ccccc2O)CC1 (stereo not given) do in these assays?
GPR151 ag: -0.9; FBW7 act: 0.3; MITF inh: 3; TEAD-YAP inh: -57

What do the screens show for `O=C(C1CCC(CNc2c(N3CCOCC3)c(=O)c2=O)CC1)N1CCCCC1` (stereo not given)?
GPR151 ag: 2.3; FBW7 act: -0.2; MITF inh: -3; TEAD-YAP inh: 3

What do the screens show for `O=C(COc1ccc(Br)cc1)Nc1cccc(I)c1`?
GPR151 ag: 0.2; FBW7 act: 0.0; MITF inh: 6; TEAD-YAP inh: 8

How did COc1ccc(C(=O)Nc2cc(C(=O)Nc3ccc(OC)c(OC)c3)ccc2N2CC3CC(C2)c2cccc(=O)n2C3)cc1 (stereo not given) do in these assays?
GPR151 ag: 0.0; FBW7 act: 0.0; MITF inh: -4; TEAD-YAP inh: -1

Results for O=C1C2CC=CCC2C(=O)N1c1cc([N+](=O)[O-])ccc1F (stereo not given) ?
GPR151 ag: 0.7; FBW7 act: 0.1; MITF inh: 7; TEAD-YAP inh: -2

What do the screens show for `COc1cccc(C(=O)NCc2nnc(SCC(=O)N3N=C(c4cccs4)CC3c3ccc(C)cc3)n2-c2ccc(F)cc2)c1` (stereo not given)?
GPR151 ag: 1.2; FBW7 act: 0.2; MITF inh: -2; TEAD-YAP inh: 9

Results for CC(C)(C)OC(=O)CN1CCN(c2ccc(Br)cn2)CC1 ?
GPR151 ag: -0.5; FBW7 act: -0.3; MITF inh: 14; TEAD-YAP inh: 2

What do the screens show for `O=C(Nc1ccc(-c2cn3ccccc3n2)cc1)c1ccc(I)cc1`?
GPR151 ag: -0.9; FBW7 act: -0.1; MITF inh: 7; TEAD-YAP inh: -12

How did CCN(CC)S(=O)(=O)c1ccc(C(=O)c2c(N)n(C)c(=O)n(C)c2=O)cc1 do in these assays?
GPR151 ag: 0.3; FBW7 act: 0.3; MITF inh: 10; TEAD-YAP inh: 8

What do the screens show for `COc1ccc(-c2noc(CN(C(=O)COc3cccc(C)c3)C(C)C)n2)cc1`?
GPR151 ag: 3.3; FBW7 act: 0.0; MITF inh: 7; TEAD-YAP inh: 1

Results for NC(=O)c1ccc(NC(=O)CN2CCN(S(=O)(=O)c3ccc(Br)cc3)CC2)cc1 ?
GPR151 ag: -0.4; FBW7 act: 0.0; MITF inh: -2; TEAD-YAP inh: -3

Results for CC(=O)Nc1ccc(S(=O)(=O)NC(N)=O)cc1 ?
GPR151 ag: -1.4; FBW7 act: -0.1; MITF inh: -2; TEAD-YAP inh: -6

How did O=C1c2ccccc2C2N1c1ccccc1S(=O)(=O)N2Cc1ccccc1 (stereo not given) do in these assays?
GPR151 ag: 2.4; FBW7 act: 0.0; MITF inh: 1; TEAD-YAP inh: 7

What do the screens show for `CCC(C)CN1CCc2nnc(CCc3ccccc3)n2CC1` (stereo not given)?
GPR151 ag: -1.1; FBW7 act: 0.1; MITF inh: 13; TEAD-YAP inh: 13

Results for COc1ccc(NC(=O)NN)cc1OC ?
GPR151 ag: 0.8; FBW7 act: 0.3; MITF inh: -7; TEAD-YAP inh: 1

How did Cc1ccc(C(=O)Nc2ccccc2C(=O)N2CCOCC2)cc1C do in these assays?
GPR151 ag: 0.8; FBW7 act: 0.2; MITF inh: 19; TEAD-YAP inh: -6

Results for O=[N+]([O-])c1cccc(-c2nnc(SCc3ccc(Br)cc3)n2-c2ccccc2)c1 ?
GPR151 ag: 0.8; FBW7 act: -0.1; MITF inh: 1; TEAD-YAP inh: -1

How did Cc1nc2ccccc2c2c1C(c1cccs1)C(C#N)=C(N)O2 (stereo not given) do in these assays?
GPR151 ag: -1.0; FBW7 act: -0.1; MITF inh: 4; TEAD-YAP inh: -5

Results for Cc1cccc(C(=O)Oc2ccc(/C=C3/SC(=Nc4ccccc4)NC3=O)cc2)c1 ?
GPR151 ag: 1.1; FBW7 act: -0.1; MITF inh: 1; TEAD-YAP inh: -14

What do the screens show for `CCOC(=O)CCNC(=O)CCc1nnc(CCCc2ccccc2)o1`?
GPR151 ag: -0.9; FBW7 act: -0.2; MITF inh: 3; TEAD-YAP inh: -2

How did Cc1c(C(=O)NCc2cccnc2)sc2ncn(CC(=O)Nc3ccc(C(C)C)cc3)c(=O)c12 do in these assays?
GPR151 ag: -1.5; FBW7 act: 0.6; MITF inh: 12; TEAD-YAP inh: 6

How did CCCCNC(=O)CSc1nc2ccc(NC(=O)c3ccc(C)cc3)cc2s1 do in these assays?
GPR151 ag: -0.7; FBW7 act: 0.1; MITF inh: -9; TEAD-YAP inh: -36

How did Cc1ccc(NC(=O)CNC(=O)Cn2cnc3sc4c(c3c2=O)CCCC4)c(Br)c1 do in these assays?
GPR151 ag: 0.2; FBW7 act: -0.1; MITF inh: 7; TEAD-YAP inh: -13

How did C=CCC1(CC=C)CCCN1C(=O)CC1C(=O)NCCN1Cc1ccccc1OC (stereo not given) do in these assays?
GPR151 ag: 0.0; FBW7 act: -0.2; MITF inh: -8; TEAD-YAP inh: -11

What do the screens show for `O=C(c1ccccc1)N1c2ccc(Br)cc2C2C=CCC2C1c1ccc(Br)cc1` (stereo not given)?
GPR151 ag: 1.4; FBW7 act: -0.1; MITF inh: 4; TEAD-YAP inh: -6

Results for Cc1nn(C)c(C)c1-c1nc2ccc(C(=O)NCc3cccnc3)cc2s1 ?
GPR151 ag: -0.4; FBW7 act: -0.2; MITF inh: 4; TEAD-YAP inh: -27

Results for COc1ccc(Cn2c(=S)[nH]c3cc(C(=O)NCCc4ccc(OC)c(OC)c4)ccc3c2=O)cc1 ?
GPR151 ag: 1.3; FBW7 act: -0.1; MITF inh: -6; TEAD-YAP inh: -7

Results for CCC1CCc2c(sc3nc(SCC(=O)Nc4ccc(Br)cc4)n(-c4ccccc4)c(=O)c23)C1 (stereo not given) ?
GPR151 ag: -0.2; FBW7 act: 0.4; MITF inh: 11; TEAD-YAP inh: 23

Results for N#CCN(CC#N)C(=O)CCS(=O)(=O)Cc1ccccc1 ?
GPR151 ag: 1.1; FBW7 act: 0.0; MITF inh: 0; TEAD-YAP inh: 5

How did Cc1cc(C)n(CC(=O)NCCO)n1 do in these assays?
GPR151 ag: -0.7; FBW7 act: 0.2; MITF inh: 4; TEAD-YAP inh: -2

What do the screens show for `COc1ccc(C(C)=O)cc1COC(=O)c1ccc(C)c(S(=O)(=O)N2CCOCC2)c1`?
GPR151 ag: -1.4; FBW7 act: 0.1; MITF inh: 12; TEAD-YAP inh: 2

What do the screens show for `Cn1c(=O)c2ccccc2n2c(SCC(=O)NCc3cccnc3)nnc12`?
GPR151 ag: -0.3; FBW7 act: 0.1; MITF inh: -1; TEAD-YAP inh: -8

What do the screens show for `COCC1CCCN(C2CCN(c3ccc(C(=O)N4CCc5ccccc5C4)cc3)CC2)C1` (stereo not given)?
GPR151 ag: 0.0; FBW7 act: -0.1; MITF inh: 19; TEAD-YAP inh: 0

What do the screens show for `COC(=O)c1ccccc1NC(=O)CCCS(=O)(=O)c1nc(-c2ccccc2OC)cc(C(F)(F)F)n1`?
GPR151 ag: -0.9; FBW7 act: -0.1; MITF inh: -2; TEAD-YAP inh: -6

What do the screens show for `Cc1ccc(-c2cnc(NCCCn3ccnc3)nc2)cc1`?
GPR151 ag: -0.8; FBW7 act: -0.1; MITF inh: 6; TEAD-YAP inh: -7

Screens as filed in PubChem BioAssay.
